MgcRacGAP inhibition – MgcRacGAP GTPase-activating activity inhibitors, confirmation, biochemical, ADP Hunter fluorescence | 340,000 tested, 0.6% active | MgcRacGAP-stimulated Rac1 GTP hydrolysis, ADP Hunter fluorescence; higher % means a stronger effect; GST-tagged Rac1 F28L mutant substrate | inhibition, % at 30 µM, or IC50 in µM where a hit was titrated;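 active means first-screen hits whose inhibition reached a set limit at any dose in the follow-up dose series; inconclusive means inhibition above the set first-screen limit but never retested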;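 further: fluorescence reports GDP produced by GAP-driven GTP hydrolysis; strong numbers were not always called active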
SV40 large T antigen – SV40 large T antigen inhibitors, biochemical (AID 1903) | SV40 large T antigen ATPase/helicase inhibition assay; higher % means a stronger effect | one-dose inhibition, % at 20 µM; IC50 in µM for titrated hits | 310,000 tested, 0.39% active; in the data active means a potency from the dose series; inconclusive means inhibition mostly from about 32% at the one dose, without a potency; inactive means the rest, 99 in 100 with inhibition below about 32%; further: strong numbers were not always called active
WT yeast gro inh – growth inhibition of WT yeast, mitochondrial fusion screen; mitochondrial fusion phenotypic screen, WT strain; inhibition, % at 10 µM; 190,000 tested, 2.1% active; AID 1362; in the data active means inhibition above about 58%; tested in S. cerevisiae
T cell modulator – T cell immune modulators affecting CD8 T cell-vesicle binding | 330,000 tested, 0.068% active | calls only at 7 µM | 2C CD8+ T cell-vesicle binding, flow cytometry; stronger effect = lower value;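 active means response, share of CD8 T cells binding vesicles, and their 90th percentile fluorescence all below set limits, cut at about 80% in these data, passing the limit was not always enough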
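Material: 2C TCR transgenic mouse naive CD8+ T cells, MACS-purified. Also added: QL9-charged Drosophila Ld/ICAM-1/B7-1 vesicles. Timing: binding 1.5 h at 37 °C. Measured by: high-throughput flow cytometry with anti-B7-1 and anti-CD8 staining. Read-out: percent CD8+ FL2 mean versus row control. Controls: Unloaded micro-vesicles (low), QL9 vesicles with 0.7% DMSO (high).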
b-catenin transl – alters nuclear translocation of beta-catenin in HeLa cells | nuclear translocation activity, % at 5 µM | immunofluorescence imaging | 190,000 tested, 0.3% active;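 active means nuclear translocation activity above 50% at 5 µM, with a well cell count of 50 or more; inconclusive means wells under 50 cells across six images, flagged as toxic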;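 further: per-cell ratio of nuclear to cytoplasmic median beta-catenin stain intensity; plate controls were DMSO negative control for no effect and GSK-3 inhibitor IX positive control for full effect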
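Assay system: human HeLa cells, native beta-catenin; doses: 5 µM primary, 0.02–20 µM confirmation; incubation: compound treatment 24 h, 37°C, 5% CO2; technique: fluorescence imaging of beta-catenin antibody stain plus DAPI; measure: % activation, nuclear-to-cytoplasmic median beta-catenin signal ratio per cell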
RSV antiviral HEp-2 – RSV antiviral activity via CPE protection, HEp-2 cells, primary 10 µM value included (AID 2391); 310,000 tested, 0.13% active; one-dose CPE inhibition, % at 10 µM; IC50 in µM for titrated hits; HEp-2 cells, RSV-induced CPE inhibition; higher % means a stronger effect; in the data active means a potency from the dose series; inconclusive means CPE inhibition mostly from about 23% at the one dose, without a potency; inactive means the rest, 99 in 100 with CPE inhibition below about 21%; further: strong numbers were not always called active
Myeloid diff 2 – myeloid differentiation induction | AID 624256 | calls only at 10 µM | 360,000 tested, 1% active | ER-HoxA9 myeloid progenitors, lysozyme-GFP differentiation, flow cytometry;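 active means normalized GFP-positive differentiation at or above the plate's own cutoff, the solvent-only control mean plus 3 SD; inconclusive means no clear call, values can overlap the other calls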;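 further: cells exposed to compound for four days before flow analysis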
Salmonella PhoP GFP – inhibitors of PhoP regulon expression, primary screen, Salmonella Typhimurium, GFP reporter (AID 1863). S. Typhimurium PhoP-regulated promoter GFP reporter, 4 h; higher % means a stronger effect. one-dose inhibition, % at 50 µM; IC50 in µM for titrated hits. 300,000 tested, 0.16% active;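 active means inhibition over 29.93%, a cutoff 3 SD above the screen mean, later confirmed by dose response; inconclusive means inhibition over 29.93% but no dose response follow-up; inactive means inhibition at most 29.93% or unconfirmed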;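 further: 0% = low Mg2+ inducing control and 100% = high Mg2+ repressing control; strong numbers were not always called active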
West Nile virus CPE – inhibition of WNV-induced cytopathic effect – cell-based, CPE readout (AID 1621) | West Nile virus-infected cells, CPE inhibition; higher % means a stronger effect | 290,000 tested, 0.02% active | one-dose CPE inhibition, % at 10 µM; IC50 in µM for titrated hits; in the data active means a potency from the dose series; inconclusive means CPE inhibition mostly from about 3.7% at the one dose, without a potency; inactive means the rest, 99 in 100 with CPE inhibition below about 2.2%; further: strong numbers were not always called active
WT yeast gro inh mutant strain – second read-out of WT yeast gro inh, no call of its own (marks repeat the call); inhibition, %; mitochondrial fusion phenotypic screen, mutant strain inhibition
b-catenin transl cell count 5 µM – recorded beside b-catenin transl, whose call it bears; cell count; measured here: cell count, cytotoxicity flag
T cell modulator vesicle-bound % – further read-out of T cell modulator, marked with its call; double positive events, %; measured here: CD8+ vesicle-bound cell fraction;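 binding gate set so that unloaded-vesicle control wells show 10% double positive cells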
Myeloid diff 2 GFP+ MAC1+ % – further read-out of Myeloid diff 2, marked with its call; GFP+ MAC1+ double positive, %; measured here: differentiation confirmed by MAC1 staining
* marks the source's active call; other numbers are inactive results; i = inactive; ? = inconclusive; . = not tested or not shown; + = active, no number.

SMILES	MgcRacGAP inhibition	SV40 large T antigen	WT yeast gro inh	WT yeast gro inh mutant strain	T cell modulator	T cell modulator vesicle-bound %	b-catenin transl	b-catenin transl cell count 5 µM	RSV antiviral HEp-2	Myeloid diff 2	Myeloid diff 2 GFP+ MAC1+ %	Salmonella PhoP GFP	West Nile virus CPE
O=C(COCC(=O)N/N=C/c1ccccc1F)N/N=C/c1ccccc1F	6%	3%	-2	-14	i	43	-0.2	1075	2.8%	i	0.4	-1%	-0.1%
COC(=O)c1nc(NC(=O)C(C)(C)C)n[nH]1	5%	10%	1	-4	i	31	.	.	0.4%	i	5.1	4%	-0.1%
CC(NCC(O)c1ccc([N+](=O)[O-])cc1)C12CC3CC(CC(C3)C1)C2 (centres undefined)	-3%	-11%	.	.	i	35	-1.6	1075	1.8%	i	0.5	6%	-1.3%
CCOc1ccc(/C=C/c2[nH]c(=O)[nH]c(=O)c2[N+](=O)[O-])cc1	12%	5%	.	.	i	67	.	.	1.2%	i	0.2	-1%	-0.3%
O=C(Cn1cnc2c(cnn2-c2ccc(Cl)cc2)c1=O)NCC1CCCO1 (centres undefined)	10%	-2%	-20	-9	i	61	-0.1	1383	0.8%	i	0.4	-1%	0.0%
Cc1ccc2nc(-c3ccco3)c(Nc3ccccc3)n2c1	2%	5%	8	-4	i	43	0.6	1060	2.7%	i	0.3	18%	-0.6%
COc1ccc(CNC(=O)c2c(C)oc3c2C(=O)c2ccccc2C3=O)cc1	5%	4%	58	58	i	36	-2.1	332	-2.0%	i	1.8	23%	1.9%
CN1CCc2c(sc(NC(=O)c3ccc(C(=O)c4ccccc4)cc3)c2C(N)=O)C1	8%	6%	.	.	i	56	.	.	1.3%	?	.	-6%	-0.1%
COc1ccc(N/C=C/C(=O)C(F)(F)F)cc1	14%	10%	-10	-12	i	39	1.6	515	4.0%	i	1.3	4%	-0.3%
C=CCN1C(=O)CSc2ccc(C(=O)NC(C)c3ccccc3)cc21 (centres undefined)	6%	12%	.	.	i	27	.	.	4.9%	i	0.4	-9%	0.3%
CC(C)c1[nH]nc2c1C(Cc1ccccc1)C(C#N)=C(N)O2 (centres undefined)	7%	10%	-15	-18	i	18	-4.8	986	0.0%	i	0.3	-5%	-0.6%
COc1cc(-n2c(N)c(C(=O)NCc3ccco3)c3nc4ccccc4nc32)cc(OC)c1OC	8%	5%	-7	-17	i	23	4.7	448	2.9%	i	0.4	0%	-0.8%
COC(c1ccccc1)c1nnc(CCC(=O)N2CCN(C3CCCC3)CC2)o1 (centres undefined)	5%	3%	.	.	i	64	.	.	0.3%	i	0.8	-7%	-0.2%
COCCCNC(=O)CCCn1c(=O)c2ccccc2n(CC(=O)Nc2c(C)cc(C)cc2C)c1=O	9%	9%	-4	-18	i	47	-2.3	525	1.5%	+	4.1*	-9%	-0.3%
O=C(Nc1cc2c(cc1Br)OCCCO2)c1ccccc1	11%	0%	-4	-18	i	52	-5.9	582	0.9%	i	0.8	-2%	-0.4%
Cc1ccc(NS(C)(=O)=O)c(C(=O)c2ccccc2)c1	5%	0%	-22	-16	i	25	.	.	-0.4%	i	1.1	-4%	1.1%
CO/N=C(/CS(=O)Cc1ccc(Cl)cc1)c1ccc(Cl)cc1 (centres undefined)	1%	3%	7	0	i	11	0.9	1118	?	i	10	-2%	-0.8%
O=C(O)CCCN1C(=O)/C(=C\c2ccc(-c3nc4ccccc4s3)o2)SC1=S	10%	22%	.	.	i	19	1.4	1266	2.7%	+	1.3*	-19%	-0.3%
CCn1c2ccccc2c2cc(NC(=O)c3cccc([N+](=O)[O-])c3C)ccc21	6%	11%	30	3	i	32	-1.7	957	18%	?	.	-4%	-0.8%
COc1cccc(CNC(=O)CCn2ccc3cc(S(=O)(=O)N4CCC(C)CC4)ccc32)c1	10%	-14%	.	.	i	33	.	.	1.4%	i	1.3	8%	-0.4%
OC(COc1ccc(Cl)cc1)CSc1ccccn1 (centres undefined)	11%	12%	.	.	i	33	.	.	2.0%	i	0.6	-1%	0.0%
CCOc1cc(N2CCOCC2)c(OCC)cc1NC(=O)COc1ccccc1[N+](=O)[O-]	2%	8%	-10	-3	i	25	-0.9	1134	2.2%	i	0.5	2%	0.6%
COc1ccc(Cl)cc1C(=O)Nc1cccc2ncccc12	0%	30%	.	.	i	49	.	.	4.9%	i	0.6	-4%	-0.8%
CCn1cc(C(=O)N[C@H](C(=O)NCCCOC)C(C)C)c(=O)c2cc3c(cc21)OCO3	8%	2%	.	.	i	39	.	.	0.2%	i	0.4	.	-1.2%
CCCCNC(=S)NCc1ccc2c(c1)cc(C)n2C	7%	8%	30	-11	i	19	-3.8	601	0.5%	i	3.2	15%	0.1%
N#Cc1ccccc1N=Cc1ccc(Br)cc1	6%	15%	-13	-8	i	29	.	.	0.8%	i	0.5	2%	1.0%
CCOC(=O)C1CCCN(C(=S)Nc2ccc(Nc3ccccc3)cc2)C1 (centres undefined)	51µM*	23%	49	19	i	51	-1.5	982	7.2%	i	0.1	20%	-0.4%
Cc1ccc(CSCC(=O)N(C)CC(=O)Nc2cccc(F)c2)cc1	6%	6%	.	.	i	21	.	.	?	i	1.2	-1%	.
CN(Cc1ccccc1)S(=O)(=O)c1ccc2[nH]cc(C(=O)NCC3CCCO3)c(=O)c2c1 (centres undefined)	3%	19%	-13	-2	i	31	0.3	1107	0.7%	i	6.4	24%	.
Cc1ccc(C(C)NC(=O)c2cc(C)oc2C)cc1 (centres undefined)	9%	16%	3	-8	i	51	-1.4	1150	0.8%	i	0.9	4%	-1.0%
Cc1ncc([N+](=O)[O-])n1CC(=O)Nc1ccc(F)cc1F	-1%	6%	.	.	i	16	.	.	2.1%	i	1.0	5%	-0.2%
COc1ccccc1-n1c(C)nc2cc(C(=O)NCc3ccc4c(c3)OCO4)ccc21	5%	7%	-9	1	i	32	-1.6	1057	1.4%	i	0.4	3%	0.2%
Cn1c(NC(=O)/C=C\c2ccccc2)cc(=O)n(C)c1=O	12%	19%	-42	-2	i	17	0.6	1085	1.9%	i	0.2	-10%	-0.6%
O=S(=O)(Nc1cccc(-c2ccc3nncn3n2)c1)c1cccs1	10%	6%	-16	3	i	52	-0.2	1080	2.9%	i	0.3	2%	0.9%
CCOC(=O)C1CCN(Cc2ccc(F)cc2)CC1	16%	22%	-3	19	i	2	-1.6	1144	-0.5%	i	1.4	1%	1.7%
O=C(Nc1cccc(-c2cn3c(n2)SCC3)c1)c1ccc(Br)o1	0%	8%	2	-21	i	30	2.7	1074	3.8%	i	0.3	1%	-0.1%
Cc1noc(C)c1S(=O)(=O)Nc1ccccc1N1CCOCC1	7%	11%	.	.	i	34	-0.8	1140	4.0%	i	0.2	2%	0.5%
N#C/C(=N\Nc1ccc(F)cc1)C(=O)C1CC1	.	15%	.	.	i	46	-1.5	1338	15%	i	1.3	1%	-0.2%
CCCCCC(=O)Nc1nc(C)c(-c2csc(Nc3ccccc3OCC)n2)s1	11%	16%	-15	12	.	.	-1.7	957	5.5%	i	0.8	-7%	0.7%
Cc1csc2nc(O)c(C(=O)NC3CCCCC3)c(=O)n12	2%	12%	.	.	i	55	.	.	7.2%	i	0.4	-4%	.
O=C(NCc1cccs1)c1cc(-c2ccccc2)nc2ccccc12	8%	16%	-5	-9	i	46	-0.2	1076	7.0%	i	0.1	13%	0.1%
COc1cc(/C=C2/SC(=O)NC2=O)ccc1OC(=O)c1ccco1	9%	16%	.	.	i	28	.	.	0.0%	i	4.5	-2%	0.0%
O=C(Nc1ccccc1)c1ccc(CSc2ncccn2)cc1	12%	0%	3	-7	i	49	-0.5	1300	4.2%	i	0.5	-10%	-0.1%
O=C(CCNS(=O)(=O)c1ccc(Br)cc1)NCc1ccco1	7%	8%	.	.	i	12	.	.	-2.1%	i	0.6	-3%	.
O=C(COC(=O)Cn1cnc2ccccc21)Nc1cc2c(cc1Cl)C(=O)c1ccccc1C2=O	9%	2%	-11	22	i	3	0.5	1486	16%	i	0.5	5%	-1.5%
COc1ccccc1N=Nc1c(C)n[nH]c1C	8%	7%	.	.	i	58	.	.	4.7%	i	0.6	12%	-0.9%
CCCc1[nH]c(=O)c(C#N)c2c1CCCC2	4%	14%	-5	55	i	31	.	.	1.5%	i	8.3	1%	-0.2%
CCc1n[nH]c(=S)n1/N=C/c1cc(Br)c(OC)cc1OC	3%	28%	25	6	i	44	-0.2	552	9.5%	i	0.6	-5%	-0.2%
CC(/C=C/c1ccc2c(c1)OCO2)=N/NC(=O)COc1ccc(C)cc1	6%	1%	0	2	i	44	-1.7	1137	2.5%	i	0.6	1%	-0.3%
Oc1ccc(Cl)cc1/C=N/c1nc2ccccc2[nH]1	-4%	7%	-11	12	i	10	1.0	1409	1.8%	i	2.9	-3%	0.1%
Cc1ccc(C(=O)OCC(=O)c2ccc(Cl)s2)s1	9%	-2%	26	16	i	5	0.0	1041	-0.9%	i	0.9	14%	0.5%
Cc1nonc1NC(=O)c1ccc(Cl)c(S(=O)(=O)N2CCCCC2)c1	4%	-1%	20	-6	i	31	0.1	1119	7.2%	i	0.6	8%	0.1%

Nothing new here: an excerpt of the list.
SMILES	MgcRacGAP inhibition	SV40 large T antigen	WT yeast gro inh	WT yeast gro inh mutant strain	T cell modulator	T cell modulator vesicle-bound %	b-catenin transl	b-catenin transl cell count 5 µM	RSV antiviral HEp-2	Myeloid diff 2	Myeloid diff 2 GFP+ MAC1+ %	Salmonella PhoP GFP	West Nile virus CPE
Oc1ccc(Cl)cc1/C=N/c1nc2ccccc2[nH]1	-4%	7%	-11	12	i	10	1.0	1409	1.8%	i	2.9	-3%	0.1%
Cc1ccc(C(=O)OCC(=O)c2ccc(Cl)s2)s1	9%	-2%	26	16	i	5	0.0	1041	-0.9%	i	0.9	14%	0.5%
Cc1nonc1NC(=O)c1ccc(Cl)c(S(=O)(=O)N2CCCCC2)c1	4%	-1%	20	-6	i	31	0.1	1119	7.2%	i	0.6	8%	0.1%

High-throughput results deposited in PubChem BioAssay by several laboratories.
